Assay outcomes as filed in PubChem BioAssay.
sgs1 mgt1 – NCI yeast anticancer drug screen, S. cerevisiae sgs1 mgt1 strain; growth inhibition, % at 50 µM; 10% of 78,000 active;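 further: 0% = growth of vehicle-only cultures of the same strain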
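Percent growth inhibition was derived by comparing compound-exposed mutant yeast with vehicle-exposed cultures. The strain carries alterations in DNA damage repair.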
mlh1 rad18 – NCI yeast anticancer drug screen, S. cerevisiae mlh1 rad18 strain. growth inhibition, % at 50 µM. 11% of 79,000 active;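 further: 0% = growth of vehicle-only cultures of the same strain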
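Steps: expose repair-defective yeast to compound; measure growth; express inhibition against vehicle-treated controls.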
mec2-1 – NCI yeast anticancer drug screen, S. cerevisiae mec2-1 strain; 9% of 79,000 active; growth inhibition, % at 50 µM; AID 157;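 further: 0% = growth of vehicle-only cultures of the same strain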
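Readout is yeast growth inhibition, normalised to vehicle-treated controls, in the mec2-1 strain exposed to compound.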
yeast cln2 rad14 – NCI yeast anticancer drug screen, S. cerevisiae cln2 rad14 strain; growth inhibition, % at 50 µM; 8.3% of 78,000 active; AID 165;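 further: 0% = growth of vehicle-only cultures of the same strain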
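Strain: cln2 rad14 yeast, altered in cell cycle control and DNA damage repair. Read-out: growth inhibition vs vehicle.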
yeast rad50 – NCI yeast anticancer drug screen, S. cerevisiae rad50 strain. AID 155. 10% of 79,000 active. growth inhibition, % at 50 µM;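 further: 0% = growth of vehicle-only cultures of the same strain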
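DNA repair mutant yeast, compound exposure, growth read-out; inhibition is taken relative to vehicle.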
yeast bub3 – NCI yeast anticancer drug screen, S. cerevisiae bub3 mutant strain; 9.9% of 78,000 active; growth inhibition, % at 50 µM;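 further: 0% = growth of vehicle-only cultures of the same strain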
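Part of a panel of yeast mutants defective in DNA damage repair or cell cycle regulation. Each strain is grown with compound, and inhibition is calculated relative to solvent-treated cultures.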
An asterisk follows results filed as active; nt = no result given; & = joins results of further samples. No stated cut-off is given here; in the data, active means growth inhibition above about 70%; inactive means the rest. Not all compounds are listed, so the mix of outcomes need not match the whole.

SMILES	sgs1 mgt1	mlh1 rad18	mec2-1	yeast cln2 rad14	yeast rad50	yeast bub3
CC(C)[C@](O)(C(=O)OCC1=CCN2CC[C@@H](O)[C@@H]12)[C@H](C)O	-12	3	-36	-8	-9	4
S=C(N=Nc1ccccc1)NNc1ccccc1.[Cu+2]	-30	-15	-29	2	-17	6
Cc1cc[n+](CCc2ccccc2)cc1	15	10	15	-8	8	9
[O]=[Sb]([OH])([OH])[c]1ccc(NC2OC(CO)C(O)C(O)C2O)cc1 (configuration not stated)	-14	-10	6	0	6	92*
CCC1(O)N=C(c2ccccc2)c2ccccc2-n2cccc21 (configuration not stated)	9	6	4	1	2	2
C1=[N+]2CCCC2Cc2ccc3ccccc3c21 (configuration not stated)	-4	-9	-6	-16	-18	-5
C#CCOC(=O)C=[N+]=[N-]	-11	-2	-7	15	-12	4
O=C(CC(=O)c1ccccc1)c1ccccc1.O=C(CC(=O)c1ccccc1)c1ccccc1.[Pd]	7	20	5	nt	20	6
Cc1cccc(OC(=O)CCl)c1	2	18	-7	-6	14	-13
CCCCCCCCCC[Se]C#N	99*	99*	100*	97*	99*	99*
CCN(CCCl)c1cc(CN(C)C)cc(NC(=O)c2ccc(C(=O)Nc3cccc(CN(C)C)c3)cc2)c1	21	4	-12	18	-2	13
OC(CF)CF	-9&1	-15&3	-25&-3	-17&4	3&12	-12&2
CC[C@@]1(O)C(=O)OCc2c1cc1n(c2=O)Cc2cc3c(NC(=O)CN)cccc3nc2-1	-2	-1	-12	27	88*	8
CCCCCCCCCCCCP(=O)(O)OCC(N)C(=O)O (configuration not stated)	2	-18	-22	-7	-1	-13
CNC(=O)Oc1ccccc1C1CCCCC1	7	2	12	16	9	10
CCOC(=O)C(Cc1ccc(O)cc1)NCc1ccc(N(CCCl)CCCl)cc1 (configuration not stated)	72*	77*	69	57	38	69
CCCN(CCC)CC(O)c1ccc2cccc3c2c1CC3 (configuration not stated)	30	18	5	0	10	11
COc1cc(C2CNCc3cc(O)c(OC)cc32)ccc1O (configuration not stated)	16	1	13	-7	-8	1
O=C1NC(=O)C2(OC3c4ccccc4C=CN3C3=C2C(=O)CC3)C(=O)N1 (configuration not stated)	-7	-16	-6	-86	-17	9
CCC1CN2CCC1CC2C(O)c1cc[n+]([O-])c2ccc(OC)cc12 (configuration not stated)	-8	-12	7	2	-12	-8
C[CH2][Sn]([CH2]C)([S]CCS(=O)(=O)O)[S]CCS(=O)(=O)O (tested in a mixture with another compound)	27	-26	46	19	54	18
Cc1cc(O)ccc1[N+](=O)[O-]	12	3	-1	10	1	3
O=C(O)C(F)(F)C(F)(F)C(=O)O	5	5	-1	-16	0	-3
COCC1OC2OC3C(COC)OC(OC4C(COC)OC(OC5C(COC)OC(OC6C(COC)OC(OC7C(COC)OC(OC8C(COC)OC(OC1C(O)C2O)C(O)C8O)C(O)C7O)C(O)C6O)C(O)C5O)C(O)C4O)C(O)C3O (configuration not stated) (tested in a mixture with another compound)	-5	-65	-14	20	13	-19
COC(=O)C(C)N(CCCl)P(=O)(N1CC1)N1CC1 (configuration not stated)	11	2	8	9	5	4
C/C=C(/C)C(=O)O[C@H]1CC[C@@]2(C)[C@@H]3CC[C@H]4[C@]5(O)C[C@H](O)[C@@]6(O)[C@@H](CN7C[C@@H](C)CC[C@H]7[C@@]6(C)O)[C@]5(O)C[C@@]42O[C@@]13O	18	31	-16	0	27	23
ClCCN(CCCCCCN(CCCl)Cc1ccccc1)Cc1ccccc1	3	56	-3	-27	-5	-3
C[N+](C)(C)CC1CCCC(C[N+](C)(C)C)C1O (configuration not stated)	76*	95*	43	6	92*	68
C[CH2][Pb]([CH2]C)([CH2]C)[O]C(=O)COc1ccc(Cl)cc1Cl	95*	97*	95*	86*	92*	96*
CCCCOC(=O)c1ccccc1N	-4	-4	-16	-2	-4	0

Some of the entries above, set out differently:
Sequence of screens – sgs1 mgt1, mlh1 rad18, mec2-1, yeast cln2 rad14, yeast rad50, yeast bub3
> CCOC(=O)C(Cc1ccc(O)cc1)NCc1ccc(N(CCCl)CCCl)cc1 (configuration not stated)
→ 72*, 77*, 69, 57, 38, 69
> CCCN(CCC)CC(O)c1ccc2cccc3c2c1CC3 (configuration not stated)
→ 30, 18, 5, 0, 10, 11
> COc1cc(C2CNCc3cc(O)c(OC)cc32)ccc1O (configuration not stated)
→ 16, 1, 13, -7, -8, 1

Further structures
SMILES	sgs1 mgt1	mlh1 rad18	mec2-1	yeast cln2 rad14	yeast rad50	yeast bub3
C1CCC(NC2CCCCC2)CC1	-15&1&2	-23&-21&-20	13&-19&-11	-7&11&5	-6&-23&-31	0&14&-5
COC1OC(CN2CC2)C2OC(C)(C)OC12 (configuration not stated)	-5	-10	-1	-4	-6	-25
O=c1cc([N+](=O)[O-])n(O)cc1[N+](=O)[O-]	33	44	13	21	31	-4
COc1ccc2c(c1OC)C13CCN(C)C(C2)C12C=CC(=O)C3c1c(OC)ccc(OC)c12 (configuration not stated)	24	27	7	19	37	4
Nc1ccccc1C(=O)OCCc1ccccc1	68	86*	48	45	83*	89*
c1ccc(CCN2CCCCCCC2)nc1	2	-10	-4	-11	9	3
CCCCCCCC1C(=O)NC(=O)NC1=O	17	-15	5	0	14	8
CN(C=O)NC(=O)N(CCCl)N=O	-13	-11	62	11	55	-9
CC(=O)c1ccccc1N=Nc1ccc(N(CCCl)CCCl)cc1	0	0	-6	18	-10	15
O=N[O-].O=N[O-].[Co].[NH-]CC[N-]CCO.[NH-]CC[N-]CCO	17	8	-1	15	38	6
CC(C)=CC1CC(C)C2(CCC3(C)CC4C(C(=O)CC4(C)O)/C(C=O)=C\CC32)O1 (configuration not stated)	95*	94*	95*	94*	94*	94*
C=CCOC(N)=O	0	2	8	21	7	22
CC(C)c1cccc(C(C)C)c1NC(=O)/C(CC(=O)CC(c1ccccc1)c1c(O)c2ccccc2oc1=O)=N/O (configuration not stated)	19	18	5	-32	-46	-16
C=Cn1nnc(N)n1	-17	9	0	5	-5	17
CCCCn1c(C)c(C(=O)OCC)c2cc(OCc3ccc(C(=O)Nn4c(C)ccc4C)cc3)c(Br)cc21	-16	-20	-31	-19	7	-27
O=[As](O)(O)Cc1cccc(F)c1	-7	-8	-8	-47	-4	2
CCC[CH2][Sn]([CH2]CCC)([CH2]CCC)[O]C(=O)C[N+](C)(C)c1cc[c]([Hg][c]2ccc(N(C)C)cc2)cc1	99*	99*	100*	99*	98*	99*
CNP(=O)(Oc1cc(Cl)c(Cl)cc1Cl)N1CCN(c2ccccc2C)CC1 (configuration not stated)	-6	-22	-7	5	-8	-8
C=CC[Se]c1ncnc2c1c(C#N)cn2C1OC(CO)C(O)C1O (configuration not stated)	-6	-8	-4	14	-20	1
C[N+]1(C)C2CCC1CC(O)C2 (configuration not stated)	4	4	-10	23	5	-6
O=[N+]([O-])/C=C/c1c(Cl)cccc1Cl	99*	99*	99*	98*	99*	99*
ClCCCN1CCN(CCCl)CC1	-2	-22	-10	3	-12	-14
C[N+]12CCC34C5=CC(=O)C(=O)C=C5[N+]5(C)C(=O)CC6OCC=C(C1)C(CC32)C6C45 (configuration not stated)	5	1	-22	11	-2	12
Cc1ccc(NC(=O)N(C)N=O)cc1	-4	-4	6	-11	-4	-6
C[CH2][Sn]([Cl])([CH2]C)[O][Sn]([CH2]C)([CH2]C)[O][Sn]([Cl])([CH2]C)[CH2]C	86*	81*	81*	82*	76*	83*
COc1ccc2c3c1OC1C(=O)C4CC5(c6c(O)ccc(O)c64)C(C2)N(C)CCC315 (configuration not stated)	99*	99*	99*	98*	99*	99*
CCCC[As](CCCC)SC1OC(COC(C)=O)C(OC(C)=O)C(OC(C)=O)C1OC(C)=O (configuration not stated)	99*	98*	99*	97*	99*	98*
O=C([CH-]C(=O)c1ccccc1)c1ccccc1.O=C([CH-]C(=O)c1ccccc1)c1ccccc1.O=C([CH-]C(=O)c1ccccc1)c1ccccc1.[Nd+3].[OH3+]	94*	91*	94*	nt	92*	92*
CC1C(=O)N(C)C(=O)N(C2CCCCC2)C1=O (configuration not stated)	9	-2	11	0	-37	2
O=C1CCP(c2ccccc2)(c2ccccc2)(c2ccccc2)O1	23	7	12	26	35	14
O=C1CCN2CCCC1C2 (configuration not stated)	-19	-44	-21	-4	-19	-17
O=C(CCN1CC1)Nc1ccccc1	21	33	43	44	48	2
CC(NCCN1CC1)C1CC1 (configuration not stated)	7	-4	-15	-104	2	-17
Cc1ccc(NC(=O)C(Cl)(Cl)Cl)cc1Cl	16	15	21	-5	2	25
CCOP(=S)(N/N=C/c1ccc(C)s1)OCC	5	-31	-27	-12	-19	8
Oc1c(Cl)c(Cl)c(Cl)c(Cl)c1Cl	99*	99*	99*	99*	99*	99*
O=P(Oc1ccccc1)(N1CCCCC1)N1CCCCC1	8	-2	1	17	-15	9
CC1(C)O[C@]2(C)CC[C@@H]1[C@@H](O)[C@@H]2N1CCCC1	-7	0	-9	-33	2	-7
C1CCNCC1.O=C([CH-]C(=O)C(F)(F)F)c1ccc2c(c1)C(=O)c1ccccc1-2.O=C([CH-]C(=O)C(F)(F)F)c1ccc2c(c1)C(=O)c1ccccc1-2.O=C([CH-]C(=O)C(F)(F)F)c1ccc2c(c1)C(=O)c1ccccc1-2.O=C([CH-]C(=O)C(F)(F)F)c1ccc2c(c1)C(=O)c1ccccc1-2.[Eu+3]	52	49	20	62	70*	52

Compounds above with nitrogen in an aromatic ring (9):
SMILES	sgs1 mgt1	mlh1 rad18	mec2-1	yeast cln2 rad14	yeast rad50	yeast bub3
Cc1cc[n+](CCc2ccccc2)cc1	15	10	15	-8	8	9
CCC1(O)N=C(c2ccccc2)c2ccccc2-n2cccc21 (configuration not stated)	9	6	4	1	2	2
CC[C@@]1(O)C(=O)OCc2c1cc1n(c2=O)Cc2cc3c(NC(=O)CN)cccc3nc2-1	-2	-1	-12	27	88*	8
CCC1CN2CCC1CC2C(O)c1cc[n+]([O-])c2ccc(OC)cc12 (configuration not stated)	-8	-12	7	2	-12	-8
O=c1cc([N+](=O)[O-])n(O)cc1[N+](=O)[O-]	33	44	13	21	31	-4
c1ccc(CCN2CCCCCCC2)nc1	2	-10	-4	-11	9	3
C=Cn1nnc(N)n1	-17	9	0	5	-5	17
CCCCn1c(C)c(C(=O)OCC)c2cc(OCc3ccc(C(=O)Nn4c(C)ccc4C)cc3)c(Br)cc21	-16	-20	-31	-19	7	-27
C=CC[Se]c1ncnc2c1c(C#N)cn2C1OC(CO)C(O)C1O (configuration not stated)	-6	-8	-4	14	-20	1
